Screening results deposited in PubChem by Sanford-Burnham Center for Chemical Genomics.
TAG inh: inhibitors of triacylglycerol accumulation, primary screen, cell-based, uHTS, fluorescence, H9c2; H9c2 cells, Nile Red lipid (TAG) fluorescence; cells loaded with 200 µM oleic acid; inhibition, % at 12.5 µM; AID 651582, 2012; 230,000 compounds, 0.66% hits;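 active = pattern-corrected inhibition of lipid staining of at least 50% with the nuclear-stain viability signal not falling by more than 50%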;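 note: 0% = DMSO wells and 100% = triacsin C control wells; some results filed as inactive read as strong as hits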
TAG inh DAPI viability: further read-out of TAG inh, marked with its call; DAPI nuclei signal change (viability), lower = more cytotoxic, %;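 whole-well DAPI fluorescence read on a plate reader as a viability signal; minus 50 percent equals half of cells still viable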
* marks the source's active call; other numbers are inactive results; & = joins results of further samples. These rows are one share of the data; rates above refer to the full screens.

SMILES	TAG inh	TAG inh DAPI viability
CC(=O)Oc1cc2c3c(c1)/C(=C1/SC(=S)NC1=O)C(=O)N3C(C)(C)C=C2C	25	-2
CCOc1ccc(NS(=O)(=O)c2ccc(C)c(C(=O)NCCCn3ccnc3)c2)cc1	-6	-4
O=C(NCC(c1ccc(F)cc1)N1CCOCC1)c1ccccc1F (stereo not given)	-1	-3
CN(CCC#N)C(=O)COC(=O)c1ccc2c(c1)C(=O)N(C1CCCCC1)C2=O	0	4
Cc1ccc(C)c(S(=O)(=O)NCc2ccc(C(=O)N3CCOCC3)cc2)c1	6	-4
O=C(CN1CCN(Cc2ccccc2)CC1)c1c[nH]c2ccccc12	-13	13
Cc1cccc(CS(=O)(=O)Cc2ccc(C(=O)NCc3cccs3)o2)c1	-11	5
CCCCCC1C(=O)N2C=C(c3ccccc3)c3ccccc3N2C1=O (stereo not given)	-8	6
CCC(CC)NC(=O)c1n[nH]c(=O)c2ccccc12	9	6
CCCn1c(=O)[nH]c(=O)c2[nH]cnc21	-5	-5
CC(C)C1Nc2c(C(=O)O)cccc2C(Nc2ccccc2C(=O)O)C1(C)C (stereo not given)	-2	5
CCCCN(C(=O)c1cccc(-n2cccc2)c1)c1c(N)n(CCC)c(=O)[nH]c1=O	-3	-1
O=C(O)Cc1coc2ccc3ccccc3c12	23	-15
CC1O[C@@H](O[C@H](C)CC[C@@H](C)O)C(O)C[C@H]1O (stereo not given in full)	5	-3
Cc1ccc(C)c(NC2=C(Cl)C(=O)OC2OC(C)C)c1 (stereo not given)	3	-2
Cc1ccc2c(CN3CCN(S(=O)(=O)c4ccccc4C(F)(F)F)CC3)cc(=O)oc2c1	5	-13
Oc1ccc(C2=Nn3c(nnc3-c3ccco3)SC2)cc1O	5	2
COc1ccc(C(C)NC(=O)C2CCN(CCCc3ccccc3)CC2)cc1OC (stereo not given)	-3	-3
Cc1nc2nc(C)c(CCC(=O)NCCCN3CCN(c4cccc(Cl)c4)CC3)c(C)n2n1	4&-1	6&10
COc1cccc(N2CCN(C3OC(=O)c4ccccc43)CC2)c1 (stereo not given)	-10	-2
CCOC(=O)N1CCN(C(=O)C2CCCN(Cc3nc(-c4ccc(Cl)cc4)oc3C)C2)CC1 (stereo not given)	1	9
O=C(NNS(=O)(=O)c1ccc(Cl)cc1)c1cc(-c2ccccc2)n[nH]1	-13	5
CC(=O)Nc1ccc(C(=O)CSc2ncn(-c3ccccc3)n2)cc1	4	2
COc1ccccc1N1CCN(/N=C/c2cc([N+](=O)[O-])ccc2Cl)CC1	-15	5
O=C(O)/C(=C\c1ccc(Cl)cc1)c1ccc(F)cc1	-5	0
(cont.)
SMILES	TAG inh	TAG inh DAPI viability
C=CCn1nc(C(=O)OCC)cc1-c1sc(NC(=O)c2ccccc2)nc1C	11	-10
Cc1ccccc1NC(=O)C1CCC(C)(C(=O)O)C1(C)C (stereo not given)	23	-11
CN1CCN(c2nc3c(c(=O)[nH]c(=O)n3C)n2CCOc2ccccc2)CC1	-1	0
Cc1c(NC(=O)CN2CCN(c3ccc(O)cc3)CC2)c(=O)n(-c2ccccc2)n1C	-3	-6
COc1ccc(-c2ccnc3c(C(=O)O)cnn23)cc1	7	-2
CC(OC(=O)c1ccc(-n2cnnn2)cc1)C(=O)Nc1ccccc1[N+](=O)[O-] (stereo not given)	-8	4
O=C(Nc1ccccc1C(=O)OCc1nnc(-c2ccccc2)o1)c1ccco1	8	-12
O=C(NC1C=CS(=O)(=O)C1)c1ccccc1 (stereo not given)	13	-10
Cc1ccc(C)c(N2CCN(C(=O)CN3C(=S)NC(C)(C)CC3C)CC2)c1 (stereo not given)	-15	-1
CC(C)c1ccc(NC(=O)C2(C)Cc3c(-c4ccc5c(c4)OCO5)ccnc3O2)cc1 (stereo not given)	-5	-1
Cc1ccc(CC2CC(=O)N(c3ccc4c(c3)OCCO4)C2=O)cc1 (stereo not given)	7	-2
COc1ccccc1-c1cccc([C@@H]2C[C@H]3[C@H](CON3C)CN2C(=O)CCc2ccccc2)c1	-14	-7
COC(=O)CSc1nc(C)cc(Oc2ccccc2)n1	-4	11
CCOc1ccccc1NC(=O)COC(=O)c1cc(C)oc1C	-17	4
CC(=O)c1ccc(NC(=S)Nc2cccc(Cl)c2C)cc1	-22	-10
Cc1noc(NS(=O)(=O)c2ccc(NC(=O)c3cc(S(=O)(=O)N(C)c4ccccc4)ccc3Cl)cc2)c1C	10	-1
O=C(COC(=O)c1n[nH]c2ccccc12)NC1CCCCC1	-3	9
O=C(Nc1nnc(S(=O)(=O)N2CCCCCC2)s1)c1ccc(Br)cc1	-1	11
COc1ccc(C)c2sc(NC(=O)CCS(=O)(=O)c3ccccc3)nc12	24	-9
COc1ccc(S(=O)(=O)N2CCN(C(=O)c3sccc3-c3ccccc3)CC2)cc1	-16	5
Cc1ccc(S(=O)(=O)N2CCOCC2)cc1C(=O)OCC(=O)NC1CCCC(C)C1C (stereo not given)	9	-13
O=C1CC(C(=O)N2CCN(c3ccccc3)CC2)CN1Cc1ccccc1 (stereo not given)	3	-2
COc1ccccc1C(=O)NCCC(=O)N1CCN(c2cccc(C(F)(F)F)c2)CC1	11	-10
COC(=O)CC1Nc2ccccc2SC1=O (stereo not given)	-12	3
CCNC(=O)CSc1nc(-c2ccc(F)cc2)cs1	-8	2
Remaining list, next part.
SMILES	TAG inh	TAG inh DAPI viability
CCOC(=O)C(NC(=O)Nc1ccccc1)(OCC)C(F)(F)F (stereo not given)	6	-6
O=C(NCc1ccccn1)C1CC(c2ccccc2O)=NO1 (stereo not given)	12	-7
C[C@H](CO)N1C[C@H](C)[C@@H](CN(C)C)Oc2c(NC(=O)Cc3ccccc3)cccc2C1=O	-1	16
O=C(CN1CCOCC1)N1c2ccccc2Sc2ccc(Cl)cc21	-13	4
O=C(CC1C(=O)NCCN1Cc1c(F)cccc1Cl)NCc1ccccc1 (stereo not given)	13	-10
O=C(CNC(=O)c1cccs1)OCC(=O)c1ccc2ccccc2c1	-5	16
COc1ccc(CNC(=O)O[C@@H]2C[C@H]3C(=O)N(c4ccccc4)C(=O)[C@H]3[C@@]3(CN(S(=O)(=O)c4ccc(C)cc4)C[C@H]3C)[C@@H]2O)cc1OC	2	0
O=C(CSc1n[nH]c(-c2cccnc2)n1)OC1CCCCC1	3	1
O=C(OCCCOC(=O)c1ccc(O)cc1)c1ccc(O)cc1	0	5
COc1ccc2sc3ccccc3c(=O)c2c1	8	6
O=C(Cn1ccccc1=O)c1ccc(Cl)cc1	-8	4
O=C(OCC1OC2OC3(CCCCC3)OC2C2OC3(CCCCC3)OC12)c1ccccc1 (stereo not given)	-20	8
Cc1ccc(C(=O)NC(C)C2CC3CCC2C3)cc1 (stereo not given)	-5	4
S=c1[nH]nc(NCCCN2CCOCC2)s1	6	0
CCN1CCN(Cc2ccc(NC(=O)c3ccc(C)c(NC(=O)c4c[nH]c5cc(C(F)(F)F)ccc5c4=O)c3)cc2C(F)(F)F)CC1	139*	-29*
CCCS(=O)(=O)N1CCC(C(=O)N2CCc3ccccc3C2)CC1	-1	6
CS(=O)(=O)Nc1ccc(C2=NN(S(C)(=O)=O)C(c3ccc4nccnc4c3)C2)cc1 (stereo not given)	2	6
CC(C)c1csc(CN2CCC(N3CCC(C(=O)NCC4CCCO4)CC3)CC2)n1 (stereo not given)	2	9
O=C(Cc1ccccc1Cl)N1CCN(c2ncccn2)CC1	-10	3
COC(C(=O)Nc1ccnn1C1CCN(Cc2cnn(C(C)C)c2)CC1)c1ccccc1 (stereo not given)	-7	2
COC(=O)c1ccccc1NC(=O)CCC(=O)N1CC(C)Oc2ccc(C)cc21 (stereo not given)	-2	-11
Cn1c(O)c(C2=c3ccccc3=NC2=O)[nH]c1=S	10	14
CCNC(=O)C1CCCN(C(=O)c2cc(F)ccc2C)CC1 (stereo not given)	-1	2
COc1ccc(NC(=O)c2cc(-c3cc(Cl)ccc3OC)n[nH]2)c(OC)c1	29	-11
CCOC(=O)CSc1nc(C)c(CC)c(C)c1C(N)=O	8	174
Remaining list, next part:
SMILES	TAG inh	TAG inh DAPI viability
CCN(CC)C(=O)/C(=C\c1ccncc1)NC(=O)c1ccccc1	0	-4
CCN(CC(=O)NCc1cccs1)S(=O)(=O)c1ccc(NC(C)=O)cc1	-10	13
O=C(Nc1ccccc1)c1nc[nH]c1C(=O)NCCCNC(=O)c1[nH]cnc1C(=O)Nc1ccccc1	42	6
O=C(OCCCCN1C(=O)c2ccccc2C1=O)c1ccc(Br)o1	3	-16
COc1ccccc1C1CC(c2c(-c3ccccc3)c3cc(Cl)ccc3[nH]c2=O)=NN1S(C)(=O)=O (stereo not given)	-62	15
CCCNC(=O)CCCCn1c(=S)[nH]c2c([nH]c3ccc(OC)cc32)c1=O	1	3
C[C@]1(C(=O)NCc2cc(F)cc(C(F)(F)F)c2)C=C[C@@H](Cc2ccccc2)N1C(=O)c1ccccc1	-15	4
CC1(C(=O)NCC2CCOCC2)Cc2c(-c3cccc(C(N)=O)c3)ccnc2O1 (stereo not given)	-7	9
COC(=O)[C@@]1(C)[C@H]2C(=O)N(Cc3ccccc3)C(=O)[C@H]2[C@H]2CN=C(SCc3ccc(C#N)cc3)N21	9	-5
CC(C)[C@@H](C(=O)N1CCNCC1)n1cc(CCO)nn1	3	2
O=C(COC(=O)c1cncc(Br)c1)NC1CCCCC1	-6	3
COc1ccccc1C(=O)NCC(c1ccco1)N1CCc2ccccc21 (stereo not given)	-67	-3
O=C1/C(=C/c2ccncc2)SC(=S)N1Cc1ccccc1	-11	10
CC(C)CCNC(=O)c1cc(S(=O)(=O)N2CCCCC2)ccc1N1CCOCC1	5	-6
Cc1ccc(C(=O)OCC(=O)NC(=O)Cc2ccccc2)c(O)c1	-18	3
COc1cccc(N2CCN(C(=O)CNC(=O)c3sc4ccccc4c3Cl)CC2)c1	-5	-2
CC1=C(C(=O)N2CCOCC2)C(c2cc(C)cs2)NC(=O)N1 (stereo not given)	7	2
CCOC(=O)C1=C(c2ccccc2)N=C2SCC(=O)N2C1c1ccc(OCC)c(OCC)c1 (stereo not given)	-5	-2
Cc1ccc(C(=O)OCC(=O)c2cc(C)n(CC3CCCO3)c2C)cc1 (stereo not given)	-7	5
Cc1cc(NC(=O)C(C)Oc2ccc(Cl)cc2Cl)n(-c2ccccc2)n1 (stereo not given)	25	-16
O=C(Nc1ccc(N2CCOCC2)c(Cl)c1)c1ccc(Cl)cc1	-4	5
Cc1ccc(-c2nnc(N(C)C(=O)c3cccnc3)s2)cn1	-20	-3
CC(C)NC(=O)COC(=O)c1cncc(Br)c1	-16	4
CC1O[C@@H](OC2C(O)C(O)C(CO)O[C@H]2OC2C[C@]3(C)C(CC(O)C4[C@@H]([C@]5(C)CC[C@@H](C(C)(C)O)O5)CC[C@]43C)[C@@]3(C)CCC(O)C(C)(C)C23)C(O)C(O)C1O (stereo not given in full)	3	3
Cc1ccc(C2=C(O)c3ccccc3C(=O)C2=O)cc1	-2	7
CC1=NC(C)(C)Cc2cc(C)c(C)cc21	-31	-4
C#CCN(C[C@H]1[C@H](OC(=O)NCc2ccccc2F)[C@H](OC(=O)NCc2ccccc2F)C[C@@H](C(=O)OC)[C@H]1C(=O)OC)S(=O)(=O)c1ccc(C)cc1	43	-12
